Mcl1 Noxa PPI: Mcl-1/Noxa interaction inhibition; TR-FRET Mcl-1/Noxa peptide binding, 2 h; Q07820; actives 1.5% (n = 220,000); inhibition, % at 21.7 µM; AID 1022;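 active = compounds that cut the protein-peptide binding signal by more than 50% relative to plate controls in a single-dose test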;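 note: His-tagged Mcl-1 with rhodamine Noxa BH3 peptide and terbium anti-His antibody; 0% = Mcl-1 plus Noxa peptide wells and 100% = peptide-only wells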
Target sequence (Q07820 whole entry, looked up): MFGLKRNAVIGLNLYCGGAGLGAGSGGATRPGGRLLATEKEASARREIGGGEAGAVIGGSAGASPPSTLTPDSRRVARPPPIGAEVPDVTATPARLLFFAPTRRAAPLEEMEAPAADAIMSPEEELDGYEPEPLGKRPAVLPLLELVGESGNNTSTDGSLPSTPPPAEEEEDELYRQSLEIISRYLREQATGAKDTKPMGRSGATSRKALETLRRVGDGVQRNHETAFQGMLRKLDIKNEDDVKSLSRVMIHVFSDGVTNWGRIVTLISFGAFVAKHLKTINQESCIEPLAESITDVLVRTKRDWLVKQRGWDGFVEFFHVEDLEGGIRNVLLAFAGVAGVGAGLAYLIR
Rac1 wt GTP bind: modulators of human Rac1 wildtype GTP binding; GST-Rac1 beads, fluorescent GTP binding, flow cytometry; actives lie on both sides; 0 = cold GTP competed, 100 = untreated; actives 0.27% (n = 190,000); GTP binding activity (% of control), % at 10 µM;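 active = GTP binding activity at least 20 points away from the 100% control level, either lower or higher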
Cdc42 wt: human Cdc42 wildtype GTP binding change, either direction; GST-Cdc42 beads, Bodipy-GTP binding, flow cytometry; actives lie on both sides; percent activity (GTP binding), % at 10 µM; actives 0.2% (n = 190,000);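 active = percent activity GTP binding at least 20 points away from the 100% baseline, either down as inhibitor or up as activator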;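 note: median bead fluorescence of bound Bodipy-FL-GTP at 100 nM; 0% = excess unlabeled GTP control and 100% = no compound control; below 100% means less GTP binding so inhibitor and above means activator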
Target sequence (P60953 whole entry, looked up): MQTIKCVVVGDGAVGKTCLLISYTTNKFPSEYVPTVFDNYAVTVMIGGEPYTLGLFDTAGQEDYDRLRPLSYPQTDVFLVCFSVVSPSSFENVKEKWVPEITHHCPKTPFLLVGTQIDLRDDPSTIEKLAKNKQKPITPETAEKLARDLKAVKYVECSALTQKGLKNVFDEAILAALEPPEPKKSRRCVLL
Rab7 wt GTP bind: alters GTP binding to wildtype dog Rab7; actives 0.055% (n = 190,000); GTP binding activity (percent of control), % at 10 µM; AID 758; GST-Rab7 beads, fluorescent GTP binding, flow cytometry; actives lie on both sides; untreated = 100%, excess cold GTP = 0%;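 active = fluorescent GTP binding to Rab7 beads changed by at least 20 points from the 100% baseline, either direction, mostly lower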;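 note: median green fluorescence of bound Bodipy-FL-GTP per Rab7 bead population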
Mcl1 Bid PPI: Mcl-1/Bid interaction inhibition | inhibition, % at 21.7 µM | Q07820 | TR-FRET Mcl-1/Bid-Dy647 peptide binding, 1536-well | actives 0.97% (n = 220,000) | AID 1021;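 active = compounds that cut the binding signal by more than half at the single screening dose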;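 note: His-tagged Mcl-1 with europium anti-His antibody binding Bid BH3 peptide; 0% = Mcl-1 plus peptide wells and 100% = peptide-only wells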
HRas wt GTP: human HRas wildtype GTP binding, change in either direction; AID 759; P01112; GTP binding activity, % at 10 µM; actives 0.14% (n = 190,000); GST-Ras wt beads, Bodipy-FL-GTP binding, flow cytometry; actives lie on both sides;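 active = GTP binding activity at least 20% away from the 100% baseline, either lowered as inhibitor or raised as activator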;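 note: 0% = unlabeled GTP competition control and 100% = no-compound control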
Target sequence (P01112 whole entry, looked up): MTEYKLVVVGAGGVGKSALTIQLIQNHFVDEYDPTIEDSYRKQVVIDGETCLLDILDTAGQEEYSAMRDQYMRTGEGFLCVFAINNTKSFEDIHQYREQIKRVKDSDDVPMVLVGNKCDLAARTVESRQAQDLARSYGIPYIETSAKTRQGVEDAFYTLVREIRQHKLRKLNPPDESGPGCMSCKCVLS
Pf gamet viab: P. falciparum stage V gametocyte viability inhibition. inhibition, % at 10.9 µM. P. falciparum stage V gametocytes, ATP luminescence, 24 h. actives 0.065% (n = 150,000);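 active = inhibition above the mean plus 3 SD of compounds within the control limits, set per campaign, cut at about 38% in these data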;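 note: 0% = DMSO wells and 100% = medium only without gametocytes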
Rab2 wt GTP: changes GTP binding to wildtype dog Rab2A, up or down; P61105; GST-Rab2 wt beads, Bodipy-GTP binding, flow cytometry; actives 0.19% (n = 190,000); GTP binding activity, % at 10 µM;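 active = GTP binding activity at least 20 points away from 100%, either lowered or raised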;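 note: 0% = beads with excess unlabeled GTP and 100% = no-compound control corrected for plate trend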
Rac1 act GTP bind: human Rac1 activated mutant GTP binding change | P63000 | GST-Rac1 activated beads, fluorescent GTP binding, flow cytometry; actives lie on both sides; 100% means binding = to untreated wells | AID 764 | percent activity (GTP binding), % at 10 µM | actives 0.11% (n = 190,000);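 active = GTP binding at least 20 percentage points away from the 100% baseline, in either direction, so actives lie on both sides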
RGS8-Gao: human RGS8-Galphao interaction regulation | multiplexed bead flow cytometry, RGS8-Galphao binding; actives lie on both sides | response (percent of control binding), % at 10 µM | AID 1423 | P09471 | actives 0.34% (n = 220,000); in the data active = response below about 60% or above about 140%; inactive = in between;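 note: Galphao activated as the GDP aluminium fluoride complex binding bead-coupled RGS8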
Mcl-1 Bim block: human Bim-Mcl-1 interaction inhibition. Q07820. Bead-based flow cytometry, Bim peptide-Mcl-1 binding. inhibition, % at 10 µM. actives 0.1% (n = 190,000). AID 1009; in the data active = inhibition above about 40%;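 note: 0% = no compound tracer wells and 100% = peptide blocker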
* hit, by the source's call; · = no result given.

The line under a structure holds: Mcl1 Noxa PPI	Rac1 wt GTP bind	Cdc42 wt	Rab7 wt GTP bind	Mcl1 Bid PPI	HRas wt GTP	Pf gamet viab	Rab2 wt GTP	Rac1 act GTP bind	RGS8-Gao	Mcl-1 Bim block
> O=C(Cc1ccccc1)Nc1ccc(N2CCOCC2)cc1
 : -6	97	93	93	-52	91	12	93	96	104	1
> CCCNc1nc(N)nc(-c2cc(Cl)ccc2OC)n1
 : 2	107	105	103	-38	104	3	103	101	101	-3
> Cc1ccc(-n2ncc3c(=O)n(CC(=O)NC4CCCCC4)cnc32)cc1C
 : 5	100	101	102	0	100	·	100	97	98	-2
> NNC(=O)C1=NOC2COC3(CCN(c4ncccn4)CC3)OCC12 (stereo not given)
 : -14	101	98	106	-9	102	-6	102	98	100	-2
> CCOC(=O)c1ccccc1NC(=O)/C=C/C(=O)O
 : 1	103	100	101	-17	101	3	99	99	103	-3
> c1ccc(Cn2nnc(-c3ccccc3)n2)cc1
 : -14	106	99	101	-5	102	4	100	97	102	-1
> CC(=O)c1c(O)cc2n(c1=O)-c1ccc(Cl)cc1C2(C)C
 : -50	95	98	92	-13	98	9	96	96	99	-6
> Cc1cccc2cc(CN(Cc3cccnc3)C(=S)NCCCN(C)C)c(=O)[nH]c12
 : -4	98	97	95	-44	97	-3	98	97	99	-1
> COc1cccc2c1NC(C(=O)O)C1CC=CC21 (stereo not given)
 : 101*	91	95	89	75*	88	·	86	89	54*	6
> Cc1cc(C)n2nc(/C(C#N)=C/c3ccccc3)c(C#N)c2n1
 : 13	101	99	99	-10	99	6	98	97	100	-1
> O=S1(=O)CC(O)C(N2CCCCC2)C1 (stereo not given)
 : -5	109	102	104	0	101	-9	100	99	96	-3
> O=C(Nn1c(-c2ccncc2)nc2ccccc2c1=O)c1ccc(Br)cc1
 : -12	95	96	103	0	98	8	96	96	97	0
> COc1ccc(Nc2ncccc2C(=O)NCc2ccccc2)cc1
 : 11	92	95	92	-7	97	·	95	93	100	0
> COC(=O)CSc1nnc(CNC(=O)c2ccc(S(=O)(=O)N3CCCCC3)cc2)n1C
 : 11	103	104	104	-8	102	3	101	101	102	-1
> CC(C)Cc1nnc(NS(=O)(=O)c2ccc(Cl)cc2)s1
 : 23	104	102	102	21	101	·	97	99	100	-1
> Cc1cc(F)c(F)c(C(=O)NC2CC2)c1Cl
 : ·	92	94	93	-10	93	·	94	94	107	2
> Cc1ccn2cc(C(=O)NCc3ccco3)nc2c1
 : 18	98	96	98	-25	97	-1	98	96	98	0
> COc1ccc(NC(=O)CN(C)C(=O)c2oc3ccccc3c2C)cc1
 : -3	96	98	94	-6	95	10	96	94	108	-26
> C/C(Cl)=C\Cn1c(Nc2ccc(C)cc2)nc2c1c(=O)n(C)c(=O)n2C
 : 7	108	105	100	-23	100	·	96	101	125	0
> CCNc1ccc(C(=O)OCC(=O)NCc2ccccc2Cl)cc1[N+](=O)[O-]
 : 7	102	99	96	-37	99	·	96	99	102	-2
> COC(=O)CNC(=O)COC(=O)c1cc(SC)ccc1Cl
 : 8	98	94	103	-11	99	-11	97	94	100	0
> Cn1c(=O)c2c(ncn2Cc2ccc(Cl)cc2)n(C)c1=O
 : 23	98	96	98	-16	96	-8	95	95	99	0
> O=C1NCCCC1C(=O)N/N=C/c1cccc(O)c1 (stereo not given)
 : 2	103	103	100	-18	101	7	99	100	102	-3
> Cc1nc2ccccc2nc(C)c1=NOCC(=O)N(c1ccccc1)C(C)C
 : 6	98	94	102	-18	96	36	98	94	102	-1
> Cn1nc(-c2ccc(Cl)cc2)c2cc(C(=O)NCc3ccco3)sc21
 : 22	91	91	96	6	93	·	92	93	101	2
> O=C(Cn1c(=O)sc2ccccc21)Nc1ccc2c(c1)OCCO2
 : ·	88	94	94	-12	95	15	93	92	104	-1
> O=C(O/N=C1\CCS(=O)(=O)c2sccc21)c1c(F)cccc1F
 : 4	91	97	102	12	95	14	98	93	101	-2
> C1=C2C[N+]3(CCCC3)CC2Cc2ccc3ccccc3c21 (stereo not given)
 : -2	99	98	96	-14	96	·	97	98	104	-2
> N#Cc1c(N)nc2c(c1-c1ccc3c(c1)OCO3)CCCCCC2
 : 11	101	99	98	6	99	6	97	97	102	0
> O=C(c1csc2ccccc12)n1cccn1
 : 5	104	101	103	5	104	·	103	100	104	-6

Single entries from the results shown:
`COC(=O)CNC(=O)COC(=O)c1cc(SC)ccc1Cl` – Rac1 act GTP bind: 94
`C/C(Cl)=C\Cn1c(Nc2ccc(C)cc2)nc2c1c(=O)n(C)c(=O)n2C` – Mcl-1 Bim block: 0
`Cn1c(=O)c2c(ncn2Cc2ccc(Cl)cc2)n(C)c1=O` – Mcl1 Noxa PPI: 23
`Cc1cc(F)c(F)c(C(=O)NC2CC2)c1Cl` – Rab7 wt GTP bind: 93

Remaining list, next part:
The line under a structure holds: Mcl1 Noxa PPI	Rac1 wt GTP bind	Cdc42 wt	Rab7 wt GTP bind	Mcl1 Bid PPI	HRas wt GTP	Pf gamet viab	Rab2 wt GTP	Rac1 act GTP bind	RGS8-Gao	Mcl-1 Bim block
> CC(C)NC(=O)c1ccccc1NC(=O)Cc1ccc(Cl)cc1
 : 1	96	96	93	-1	96	·	97	95	98	2
> N#Cc1ccccc1NC(=O)CSc1nnc(-c2ccccc2O)n1-c1ccccc1
 : ·	88	94	91	0	93	-10	91	90	98	-5
> CC1CN(CCCCOc2cccc(Oc3ccccc3)c2)CC(C)O1 (stereo not given)
 : 30	98	93	96	9	97	·	94	97	97	3
> CCn1nc(C)c(C2C(C#N)=C(N)OC3=C2C(=O)CCC3)c1C (stereo not given)
 : 10	104	103	98	-11	100	·	101	98	105	0
> CCc1ccc2c(c1)cc(CN(C(=S)Nc1ccc(Cl)cc1)C1CC1)c1nnnn12
 : -70	97	102	95	-76	98	·	98	96	101	-4
> CSc1nc2sc3c(c2c2nncn12)CCC3
 : 4	90	95	94	-7	93	·	92	95	102	8
> NC(=O)Cc1ccc(Nc2nnc(-c3ccccc3)c3ccccc23)cc1
 : 6	102	100	100	-10	97	-17	97	98	101	0
> CCS(=O)(=O)c1ccc2c(c1)N(S(=O)(=O)c1ccc(Cl)cc1)CC(C(=O)O)O2 (stereo not given)
 : -2	100	95	96	-6	96	·	96	96	100	0
> CCN(CC(=O)NC1CCS(=O)(=O)C1)c1nc(-c2cccnc2)nc2ccccc12 (stereo not given)
 : 18	101	98	101	-23	99	·	100	100	98	1
> O=C(O)c1cc(-n2nnnc2SCc2ccccc2F)ccc1Cl
 : 16	97	94	105	-2	98	-1	96	92	101	-1
> Cc1ccc(OCc2nnc(SCC(=O)C(C)(C)C)n2Cc2ccco2)cc1
 : 29	105	103	107	-19	102	·	104	100	96	-2
> Cc1ccccc1C(=NC(=O)c1ccccc1)c1ccccc1
 : 14	106	104	99	-15	102	-3	97	101	99	-4
> CC(=O)Nc1ccc2c3c(cccc13)C(=O)N(c1ccccc1)C2=O
 : -79	103	99	98	14	100	-2	99	94	116	1
> CC(C)c1ccc(CN(C(=O)C2COc3ccccc3O2)C2CCS(=O)(=O)C2)cc1 (stereo not given)
 : 8	101	102	99	-9	101	6	99	98	101	-2
> CCCCOc1ccc(S(=O)(=O)Nc2cccnc2)cc1
 : 9	103	99	102	-8	102	·	101	99	102	-4
> Cc1ccc(C)n1-c1ccc(N2CCOCC2)cc1
 : 23	101	100	95	-53	98	-70	101	97	72	3
> CCN1CCN(CC(O)COc2ccc3c(C)cc(=O)oc3c2)CC1 (stereo not given)
 : 2	89	89	99	-7	94	-3	97	91	103	-2
> COc1ccc(C(=O)NCCc2nnc(SCC(=O)Nc3ccccc3F)n2C)cc1
 : 17	99	101	97	-3	99	·	99	98	100	1
> CCOc1ccccc1C(=O)N1CCN(c2ccc(C(F)(F)F)cn2)CC1
 : -12	99	97	102	-8	97	-7	98	94	103	0
> CCOc1cccc(=O)c2c(C)n(CC3CCCO3)c(C)c12 (stereo not given)
 : 13	98	98	94	-4	96	-16	95	96	102	-3
> Cc1ccc(NS(=O)(=O)c2ccc(OCC(=O)N3CCOCC3)cc2)cc1
 : 20	107	105	101	-19	104	·	103	100	102	0
> Nc1ccc(NC(=O)c2ccccc2)c2c1C(=O)c1ccccc1C2=O
 : 66*	85	88	93	54*	91	-19	87	86	100	-1
> C[C@@H](C(=O)N[C@H](C(=O)O)c1ccccc1)n1nnc2ccccc2c1=O
 : 14	101	96	99	2	101	2	99	99	91	-2
> CCn1c(CNC(=O)C23CC4CC(CC(C4)C2)C3)nnc1SC
 : 3	104	99	106	-3	103	-8	102	96	102	-1
> COc1ccc(S(=O)(=O)N2CCCCCC2)cc1NC(=O)c1c2c(nc3ccccc13)CCN(Cc1ccccc1)C2
 : 5	103	96	98	-11	97	1	94	100	103	-3

Whole records, quoted from the list. Order of values: Mcl1 Noxa PPI, Rac1 wt GTP bind, Cdc42 wt, Rab7 wt GTP bind, Mcl1 Bid PPI, HRas wt GTP, Pf gamet viab, Rab2 wt GTP, Rac1 act GTP bind, RGS8-Gao, Mcl-1 Bim block
Record of CCOc1ccccc1C(=O)N1CCN(c2ccc(C(F)(F)F)cn2)CC1 = -12, 99, 97, 102, -8, 97, -7, 98, 94, 103, 0
Record of CCN1CCN(CC(O)COc2ccc3c(C)cc(=O)oc3c2)CC1 (stereo not given) = 2, 89, 89, 99, -7, 94, -3, 97, 91, 103, -2
